KDM5B inh = blocks human KDM5B histone demethylase activity. Q9UGL1. KDM5B demethylase, FDH-coupled NADH fluorescence (FDH is formaldehyde dehydrogenase). Potency, µM (top dose mostly 57.7 µM), without a hit: at the highest dose activity change, negative = inhibition, hits mostly inhibitors. actives 2.6% (n = 220,000). AID 1347165; active = well fitted inhibition curve with a large enough effect; inconclusive = small, poorly fitted or top-dose-only effect; inactive = no such curve, though single readings can be large or run the other way; also: 0% is about no effect; nearly all actives have a fitted effect of over 70% in size
Target sequence (Q9UGL1 whole entry, looked up): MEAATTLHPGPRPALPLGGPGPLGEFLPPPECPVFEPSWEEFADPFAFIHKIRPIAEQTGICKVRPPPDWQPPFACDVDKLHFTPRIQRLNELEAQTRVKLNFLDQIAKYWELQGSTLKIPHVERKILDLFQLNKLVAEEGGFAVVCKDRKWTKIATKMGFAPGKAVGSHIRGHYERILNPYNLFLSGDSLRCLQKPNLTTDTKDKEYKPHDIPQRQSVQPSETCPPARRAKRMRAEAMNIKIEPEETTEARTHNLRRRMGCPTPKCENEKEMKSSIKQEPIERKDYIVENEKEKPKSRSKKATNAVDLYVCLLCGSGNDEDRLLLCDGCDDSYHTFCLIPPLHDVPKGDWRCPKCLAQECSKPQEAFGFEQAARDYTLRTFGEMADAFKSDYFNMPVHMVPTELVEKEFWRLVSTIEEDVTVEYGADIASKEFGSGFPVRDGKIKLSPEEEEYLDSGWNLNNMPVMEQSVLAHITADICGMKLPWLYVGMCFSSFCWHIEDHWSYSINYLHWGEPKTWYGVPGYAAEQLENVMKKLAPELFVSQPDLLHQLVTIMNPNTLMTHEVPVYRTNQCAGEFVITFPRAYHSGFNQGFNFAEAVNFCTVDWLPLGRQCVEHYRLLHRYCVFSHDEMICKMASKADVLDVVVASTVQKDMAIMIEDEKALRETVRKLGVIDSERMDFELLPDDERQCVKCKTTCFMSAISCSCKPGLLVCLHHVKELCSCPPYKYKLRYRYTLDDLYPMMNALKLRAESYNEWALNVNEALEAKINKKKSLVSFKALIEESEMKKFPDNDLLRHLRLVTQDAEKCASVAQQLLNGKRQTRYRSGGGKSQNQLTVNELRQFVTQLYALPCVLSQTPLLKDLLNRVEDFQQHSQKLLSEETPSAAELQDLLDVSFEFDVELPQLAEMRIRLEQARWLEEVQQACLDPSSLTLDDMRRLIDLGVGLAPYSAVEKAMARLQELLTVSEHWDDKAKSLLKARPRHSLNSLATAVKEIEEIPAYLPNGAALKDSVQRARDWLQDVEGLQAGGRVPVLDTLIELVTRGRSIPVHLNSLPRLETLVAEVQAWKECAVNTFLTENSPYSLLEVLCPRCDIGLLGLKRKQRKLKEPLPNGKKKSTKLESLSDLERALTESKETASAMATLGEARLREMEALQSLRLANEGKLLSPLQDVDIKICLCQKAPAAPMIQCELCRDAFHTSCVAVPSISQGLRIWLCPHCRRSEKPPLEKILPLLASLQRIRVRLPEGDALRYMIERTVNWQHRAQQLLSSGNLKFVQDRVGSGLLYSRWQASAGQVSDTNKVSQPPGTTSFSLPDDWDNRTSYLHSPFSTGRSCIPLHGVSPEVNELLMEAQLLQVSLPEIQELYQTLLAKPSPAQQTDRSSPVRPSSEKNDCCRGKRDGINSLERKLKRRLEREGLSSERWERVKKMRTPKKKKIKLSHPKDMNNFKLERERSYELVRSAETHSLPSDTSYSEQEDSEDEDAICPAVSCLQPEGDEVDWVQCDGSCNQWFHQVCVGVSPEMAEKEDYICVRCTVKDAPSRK
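Measured: NADH fluorescence change, 30 min, RT. System: KDM5BΔAP 200 nM final, H3K4me3 peptide, α-KG, Fe(II), ascorbate, NAD⁺ plus FDH, pH 7.5 HEPES. Compounds: titrated, 10 min pre-incubation with enzyme.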
* hit, by the source's call; ? = inconclusive; & = joins results of further samples; [ ] = remark or other dose. Potency is read from the fitted curve at half-maximal effect. A portion of the library. The share of hits here may be higher or lower than overall.

| no. | canonical_smiles | KDM5B inh |
| --- | --- | --- |
| 1 | CC(NC(=O)C1CCCC1)c1ccc(Cl)cc1Cl (stereo not given) | 16% |
| 2 | Ic1cccc(-c2nc(-c3ccccc3)no2)c1 | 21% |
| 3 | COCCn1ccc2c(OCC(=O)Nc3ccccc3F)cccc2c1=O | ? |
| 4 | CCc1ccc(NC(=O)Cn2nc3c(cc2=O)CCCCC3)cc1 | 18% |
| 5 | COCC(=O)N1CCc2nc(C)nc(NCc3cc(C)nn3C)c2CC1 | 15% |
| 6 | O=C(Nc1cccc(F)c1)N1CCC(c2ccccc2)CC1 | -4% |
| 7 | O=C(NCc1coc(-c2cccs2)n1)c1cc(F)cc(F)c1 | -12% |
| 8 | COc1ccc(-c2noc([C@H](C)O)c2C(=O)NC(C)(C)C)cc1 | -18%[86.2 µM] |
| 9 | COc1cccc(CNC(=O)CCC(=O)N2Cc3cccc(OC)c3Oc3ncccc32)c1OC | -14% |
| 10 | Cc1ccc2nc(COc3cccc(NC(=O)c4ccccc4Cl)c3)cc(=O)n2c1 | ? |
| 11 | CC1CCN(c2ccc(CNC(=O)CC3=C4CCCCC4N(C)C3=O)cc2)CC1 (stereo not given) | 10% |
| 12 | Cc1ccc(NC(=O)CN(C)S(=O)(=O)c2cccc3cccnc23)cc1F | 7% |
| 13 | Cc1ccc2c(c1)N(CCC(=O)NCc1ccc(F)cc1)C(=O)CO2 | ? |
| 14 | O=C(CSc1nc2ccccc2o1)Nc1ccc(F)cc1 | 7% |
| 15 | COc1cc(CC(=O)OCc2ccc(Cl)cc2Cl)cc(OC)c1OC | -11% |
| 16 | Cc1ccsc1CN1CCc2nc(Nc3ccccc3)ncc2C1 | ? |
| 17 | CC(C)C[C@@H]1N[C@H](C(=O)NCCN(C)C)Cc2cn(CC3CC3)c3cccc1c23 | 28µM* |
| 18 | CCOc1ncccc1CNC(=O)c1cc(S(N)(=O)=O)ccc1F | -8% |
| 19 | COC(=O)c1ccc2nc(CO[C@H]3CN(C(C)C)C[C@H]3F)[nH]c2c1 | ? |
| 20 | O=C(Nc1cccnc1)O[C@H]1COCCN(c2nc3ccccc3s2)C1 | 0%[86.2 µM] |
| 21 | CC1CCCCN1CCNC(=O)CCCc1nc2ccccc2[nH]1 (stereo not given) | 20% |
| 22 | C=C(C)Cn1c(SCCN2CCOCC2)nc2c1c(=O)[nH]c(=O)n2C | 1% |
| 23 | COc1ccc2ccc(OCc3nc(C(=O)N(C)Cc4cc(C)no4)co3)cc2c1 | -20% |
| 24 | O=C1NC[C@@H](CCC(=O)N2CCC(O)CC2)N2C[C@@H](NCc3ccccc3)C[C@@H]12 | -16%[86.2 µM] |
| 25 | O=C(CCCCCCCC(=O)NNC(=O)c1cccc(Cl)c1)NNC(=O)c1cccc(Cl)c1 | -7% |
| 26 | Nc1c(C(=O)c2ccc3c(c2)OCO3)sc(Nc2ccccc2F)c1S(=O)(=O)c1ccccc1 | ? |
| 27 | CNC(=O)[C@@H]1C[C@@H](n2cc(CNC(=O)Nc3ccc(Cl)cc3C)nn2)CN1 | -11% |
| 28 | CSc1nc(O)c(C(c2ccc(F)cc2)c2c(O)nc(SC)[nH]c2=O)c(=O)[nH]1 | -10% |
| 29 | COc1ccc(-c2cc(C[C@H]3CNCC[C@H]3CC(=O)N3CCN(C)CC3)no2)cc1 | -28%[86.2 µM] |
| 30 | CC1(C(=O)NCc2ccc(Cl)cc2)CCCCC(=O)N1 (stereo not given) | 3% |
| 31 | Cn1ccnc1CN1CCCC(CCC(=O)Nc2ccccc2F)C1 (stereo not given) | -6% |
| 32 | COc1ccc(C(=O)N2C[C@@H](CO)[C@H](N(C)C)C2)cc1 | -4% |
| 33 | COc1ccc2c(CNCc3cccs3)c(C(=O)O)n(Cc3cccc(F)c3)c2c1 | 1% |
| 34 | O=C(NC1CC1)c1cc2c(=O)[nH]c(-c3ccccc3)cn2n1 | 28µM* |
| 35 | O=C([C@H]1C[C@H](Oc2ccccc2)CN1S(=O)(=O)Cc1ccccc1)N1CCOCC1 | 37% |
| 36 | CC(C)(C)c1ccc(C(=O)OCCN2CCCCC2)cc1 | -2%&6% |
| 37 | CC1CCN(c2oc(/C=C/c3cccs3)nc2C#N)CC1 | ? |
| 38 | Cc1ccc(S(=O)(=O)N2C[C@@H](F)C[C@H]2C(=O)N2CCc3ccccc3C2)c(C)c1 | -10% |
| 39 | O[C@@H]1C[C@@H](c2nc(-c3ccc4c(c3)OCO4)no2)N(Cc2cc3ccccc3o2)C1 | -35%[86.2 µM] |
| 40 | Cc1ccc(OCC(O)Cn2nc(-c3ccc(F)cc3)oc2=O)cc1 (stereo not given) | -9% |
| 41 | COC1CCC12CCN(C(=O)Nc1ccccc1)CC2 (stereo not given) | -5% |
| 42 | COc1ccc(-c2cc(Nc3ccc(Br)cc3)nc(C)n2)cc1 | ? |
| 43 | CSc1ccccc1NC(=O)C(C)Nc1ccc2c(c1)CCN2C(C)=O (stereo not given) | -19% |
| 44 | Cc1nc(-c2ccccc2)sc1-c1ccc(SCC(=O)NCc2ccccc2)nn1 | 70%[activator] |
| 45 | COC(=O)c1cnc(Oc2ccc(NC(=O)NC(=O)c3c(OC)cccc3OC)cc2)cc1C(F)(F)F | ? |
| 46 | Cc1c(C(=O)c2ccccc2)oc2ccc(NC(=O)c3ccncc3)cc12 | -7% |
| 47 | COc1ccc(C(=O)NC2CCN(c3cnn(CC4CC4)c(=O)c3)CC2)c(OC)n1 | -5% |
| 48 | CC(COc1cccc(C#N)c1)CN1CCC(C(O)(c2ccccc2)c2ccccc2)CC1 (stereo not given) | 22% |
| 49 | O=C(Cc1ccccc1F)NCc1cccnc1N1CCCCC1 | 7% |
| 50 | CC(=O)CSc1nnc2[nH]c(=O)cc(N)n12 | -17% |
| 51 | CC(C)C(=O)N1N=C(c2ccc(Br)cc2)CC1c1ccc2nccnc2c1 (stereo not given) | -3% |
| 52 | CCN(CC)c1ccc(NS(=O)(=O)c2cc3[nH]c(=O)c(=O)[nH]c3cc2C)c(C)c1 | ? |
| 53 | C(=N\N=C1c2ccccc2-c2ccccc21)/c1ccccn1 | 15% |
| 54 | Cc1[nH]ncc1-c1ccccc1Cl | 14% |
| 55 | O=C(CSc1ncnc2c1cnn2-c1ccccc1)NC1CCCC1 | 18% |
| 56 | C/C(=N\NC(=O)c1ccc(N(C)C)cc1)c1ccc(Br)s1 | -18% |
| 57 | CCOCCOC(=O)C(C)Oc1ccc2c(=O)c(Oc3cc(C)c(Cl)c(C)c3)coc2c1 (stereo not given) | 10% |
| 58 | Cn1nccc1C(=O)NCCc1noc(C2CC2)n1 | -9% |
| 59 | Cc1ccc(N2CCN(C(=O)c3c(C)oc4ncnc(N5CCCCC5)c34)CC2)c(C)c1 | -33% |
| 60 | Cc1ccn2c(=O)c(C(=O)NCc3ccccc3Cl)c(O)nc2c1 | ? |

(cont.)
| no. | canonical_smiles | KDM5B inh |
| --- | --- | --- |
| 61 | COc1ccccc1N1CCN(C(=O)CSc2n[nH]c(-c3ccccc3)n2)CC1 | -21% |
| 62 | Cc1ccc(-n2c(SCc3ccc(C#N)cc3)nnc2N2CCCC2)cc1 | 8% |
| 63 | COc1ccc(CC(=O)Nc2ccc3c(c2)CN(CCOc2ccccc2)C(=O)C(C)O3)cc1 (stereo not given) | -10% |
| 64 | COc1ccc(-c2nnc(SCC(=O)N(C)C3CCCCC3)o2)cc1OC | -8% |
| 65 | O=C(c1ccnnc1)N1CC(F)(F)C[C@H]1c1nc(C2CC2)no1 | 32% |
| 66 | COc1ccc(-c2nn(-c3ccccc3)cc2C(=O)NCCN2CCOCC2)cc1 | 9% |
| 67 | O=C1NCC2(CCN(Cc3ccc(C(F)(F)F)cc3)CC2)Oc2ccccc21 | -8%[115 µM] |
| 68 | Cc1nc(SCC(=O)NC2(C#N)CCCC2)n(C2CCCC2)c1C | 21% |
| 69 | NC1CSC(CCCCC(=O)O)C1N (stereo not given) | -6% |
| 70 | COc1ccccc1/C=C/C(=O)OCC(=O)Nc1c(C)nn(-c2ccccc2)c1C | ? |
| 71 | Cc1c(C)n(Cc2ccccc2)c2ccc(C(=O)NC(C)c3ccccc3)cc12 (stereo not given) | ? |
| 72 | CCOC(=O)c1c(C)[nH]c(C)c1S(=O)(=O)N(C)CC(=O)Nc1ccc(C(C)C)cc1 | 12% |
| 73 | CCN1C(=O)c2ccccc2S(=O)(=O)c2ccc(C(=O)NCc3ccc(F)cc3)cc21 | -3% |
| 74 | Cc1ccc2c(c1)N(C(=O)CCC(=O)NCc1cccs1)CC(C)O2 (stereo not given) | 6% |
| 75 | Cc1ccc2nc(N3CCN(CCO)CC3)nc(-c3ccccc3)c2c1 | 173%[activator] |
| 76 | CCCS(=O)(=O)N1CCC(Cc2nc(-c3cccnc3)n[nH]2)C1 (stereo not given) | -11% |
| 77 | CC1CC(=O)Nc2cc(S(=O)(=O)NCc3ccccn3)ccc2S1 (stereo not given) | -9% |
| 78 | COCc1nc(C2CCCN(C(=O)Nc3cccc(F)c3C)C2)no1 (stereo not given) | -2% |
| 79 | Cc1ccc(-c2ocnc2C(=O)NCCC(C)C)s1 | ? |
| 80 | O=C(OCc1c(F)cccc1Cl)c1ccc(C2Nc3ccccc3S(=O)(=O)N2)cc1 (stereo not given) | ? |
| 81 | CCOC(=O)c1sc(NCCCOC)nc1C(F)(F)F | -12% |
| 82 | COCCCNC(=O)CS(=O)Cc1nc(-c2ccc(OC)cc2)oc1C (stereo not given) | -24% |
| 83 | CN(Cc1ccccc1)C(=O)C[C@@H]1c2nc(NC(=O)c3ccc(F)cc3)sc2C[C@@H]2[C@](C)(CO)[C@H](O)CC[C@]21C | 35µM* |
| 84 | Cc1cccc(Cn2c(=O)n(CC3CCC(C(=O)NC(C)C)CC3)c(=O)c3sccc32)c1 (stereo not given) | -8% |
| 85 | Fc1ccc(-c2nc(-c3cccs3)c(-c3cccs3)[nH]2)cc1 | ? |
| 86 | COc1cccc(CN2CCN(C(=O)c3cnc4ccccn4c3=O)CC2=O)c1 | 28µM* |
| 87 | CCOc1ccc(C(=O)NC2CCN(c3cc(-c4ccccc4)[nH]n3)CC2)cc1 | -17% |
| 88 | COc1ccc(-c2csc(NC(=O)c3ccccc3Br)c2C(=O)O)cc1 | -18% |
| 89 | c1ccc(CNCc2cccc3ccccc23)cc1 | -14% |
| 90 | Cc1ccccc1OCC(=O)N(Cc1ccc(C(C)C)cc1)C1CCS(=O)(=O)C1 (stereo not given) | ? |
| 91 | O=C(CCSc1ncnc2sc3c(c12)CCCC3)Nc1ccc(F)cc1 | 7% |
| 92 | COC(=O)c1ccc(Cn2c(SCc3ccccc3)nc3ccncc32)cc1 | 8% |
| 93 | CCNc1cc(N2CCC(CCC(=O)O)CC2)ncn1 | -11% |
| 94 | O=C(CN1CCN(C(=O)CCCc2c[nH]c3ccccc23)CC1)NC1CC1 | -33% |
| 95 | O=C(NCC1CCCCC1)N[C@H](C1CCNCC1)C1CC(O)C1 (stereo not given in full) | -17% |
| 96 | Cc1cccc(/N=C/c2sc3ccccc3c2O)n1 | 5% |
| 97 | CC(CCN1CCC(C(O)(c2ccccc2)c2ccccc2)CC1)Oc1ccc(C(F)(F)F)cc1 (stereo not given) | -13% |
| 98 | CC(C)n1cc2cc(C(=O)NCc3cccnc3)sc2c1 | 25µM* |
| 99 | O=C(NC[C@H]1OC[C@@H](NC2CCC(F)(F)CC2)[C@@H]1O)C1CC1 | 25%[86.2 µM] |
| 100 | CCC1CCC(C(=O)NC(C(=O)NCCc2ccc(S(N)(=O)=O)cc2)C(C)C)CC1 (stereo not given) | 26% |
| 101 | Cc1ccc(NC(=O)Cn2c(N3CCN(c4ccccc4)CC3)nc(C)cc2=O)c(Cl)c1 | 18% |
| 102 | CC1=C[C@@H](CNCc2ccncc2)[C@H](C(C)C)C[C@H]1Cc1nnc(-c2ccc([N+](=O)[O-])cc2)o1 | ? |
| 103 | CCOc1ccccc1CN1CCN(c2ncnc3[nH]ccc23)CC1CCO (stereo not given) | -2% |
| 104 | O=C(c1ccc(C(F)(F)F)cc1)N1CCC(c2n[nH]c(=O)n2-c2ccccc2)CC1 | 14% |
| 105 | COc1ccc(OC)c(CNC(=O)Cc2cccn2-c2ccc(C)cc2)c1 | 7% |
| 106 | CCC(CC)c1nn2c(=O)cc(COc3ccc(NC(=O)c4ccco4)cc3)nc2s1 | 5% |
| 107 | Cc1ccc(N2NC3(CCCCCC3)NC2=S)cc1 | ? |
| 108 | O=C(CN(C(=O)c1csnn1)c1cccc(Cl)c1)NCCc1ccccc1 | 31%[activator] |
| 109 | Cc1ccccc1NC(=O)C1CCC(CNS(=O)(=O)c2ccc3c(c2)C(C)(C)C(=O)N3C)CC1 (stereo not given) | 7% |
| 110 | Cc1cc(C(=O)N2CCC3(CN[S+](=O)([O-])c4cnccc4O3)C2)no1 (stereo not given) | 9%[115 µM] |
| 111 | O=C(NCC1CCCO1)c1noc(-c2ccccc2F)n1 (stereo not given) | -18% |
| 112 | Cc1ccccc1CO/N=C/c1[nH]ncc1Br | 23% |
| 113 | C=CCn1c(N2CCN(Cc3cccc(Cl)c3)CC2)nc2c1c(=O)[nH]c(=O)n2C | 13% |
| 114 | O=C(c1ccoc1)N1CCC(Cc2nc(C3CCOCC3)no2)CC1 | -7% |
| 115 | COc1ccc(C(C(=O)O)N2CCC(C(=O)N3CCCC3)CC2)c(OC)c1 (stereo not given) | 3% |
| 116 | CC(NCCc1ccc(S(N)(=O)=O)cc1)C(=O)NCc1ccccc1 (stereo not given) | 18% |
| 117 | COC(=O)c1ccc(Oc2coc3cc(OC)ccc3c2=O)cc1 | -11% |
| 118 | Cc1cc(C)c(CNC(=O)c2cc(-c3ccnn3C)cc3c2OCCN3C)c(=O)[nH]1 | 35µM* |
| 119 | CC(C(=O)Nc1cnc2ccccc2c1)N1C(=O)c2ccccc2C1=O (stereo not given) | -10% |
| 120 | CCn1ncc(NC(=O)Cn2ncc3cc(-c4cccc(C#N)c4)ccc32)n1 | ? |
| 121 | CCOC(=O)Cn1cnc2c(cnn2-c2ccc(C)c(C)c2)c1=O | -18% |
| 122 | Cc1cc(C)cc(NC(=O)c2c(C)oc3nc(C)nc(N4CCCC4)c23)c1 | -8% |
